# Pf gamet viab = kills late stage P. falciparum gametocytes. P. falciparum stage V gametocytes, ATP luminescence, 24 h. inhibition, % at 10.9 µM. 0.065% of 150,000 active. AID 743093;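 active = inhibition above the mean plus 3 SD of compounds within the control limits, set per campaign, cut at about 38% in these data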;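 note: 0% = DMSO wells and 100% = medium only without gametocytes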
# An asterisk follows results filed as active. The list is partial, so the mix of outcomes need not match the whole.
SMILES,Pf gamet viab
Cc1ccc(C2=CC(c3ccccc3)n3ncnc3N2)cc1 (centres undefined),-3.4
Cc1cccc(N2CCN(C(=O)NC3CCCCC3)CC2)c1C,-12.6
COc1ccccc1CN1CCN(C(=O)c2ccco2)CC1,1.4
COc1ccc(C(c2c(C)n(C)n(-c3ccccc3)c2=O)c2c(C)n(C)n(-c3ccccc3)c2=O)cc1,-0.7
COc1ccc(C(=O)C=CNNC(=O)c2ccc(Cl)cc2)cc1,1.7
CC(C)NC(=O)Nc1ccc2c(c1)C(=O)N([C@H](C)CO)C[C@H](C)[C@@H](CN(C)C(=O)Nc1ccccc1)O2,4.3
O=C(NCC(=O)c1ccccc1)OCc1ccc([N+](=O)[O-])cc1,11.3
CC1CCC/C(=C\c2ccc(O)cc2)C1=O (centres undefined),7.8
Cc1ccc2ccc3cccnc3c2n1,-5.2
CCOC(=O)[C@H]1[C@H]2COc3ccc(OC)cc3[C@@H]2N2C(=O)c3cc(C)ccc3NC(=O)[C@@]12C,3.3
COc1ccc(/C=C/C(=O)NCCCNC(=O)/C=C/c2ccc(OC)c(OC)c2)cc1OC,-9.1
NS(=O)(=O)c1ccc(-c2cccc(/C=C3\SC(=O)NC3=O)c2)cc1,-19.1
Nc1ccc(-c2nc3ncccc3o2)cc1,-21.2
O=C(CN1CCN(c2ccccc2F)CC1)NCc1ccccc1,-11.4
C=CCc1ccc(OCCn2nnc3ccccc32)c(OC)c1,3.8
S=c1[nH]c2ccccc2n1CCOc1ccccc1,-6.7
CCCC(C)NC(=O)CN1C(=O)c2cccc3cccc1c23 (centres undefined),5.8
COc1ccccc1-c1sc2ccccc2c1-c1ccc(Br)nc1,5.8
COc1ccc(OC)c(NC(=O)CCN2C(=O)c3cccc([N+](=O)[O-])c3C2=O)c1,-12.5
NC(=O)CC(NC(=O)c1cccc(Br)c1)c1ccc(NC2CCCCCCCCCCC2)c([N+](=O)[O-])c1 (centres undefined),12.7

# Structures shown so far containing nitrogen in an aromatic ring (7):
SMILES,Pf gamet viab
Cc1ccc(C2=CC(c3ccccc3)n3ncnc3N2)cc1 (centres undefined),-3.4
COc1ccc(C(c2c(C)n(C)n(-c3ccccc3)c2=O)c2c(C)n(C)n(-c3ccccc3)c2=O)cc1,-0.7
Cc1ccc2ccc3cccnc3c2n1,-5.2
Nc1ccc(-c2nc3ncccc3o2)cc1,-21.2
C=CCc1ccc(OCCn2nnc3ccccc32)c(OC)c1,3.8
S=c1[nH]c2ccccc2n1CCOc1ccccc1,-6.7
COc1ccccc1-c1sc2ccccc2c1-c1ccc(Br)nc1,5.8

# Continued:
SMILES,Pf gamet viab
O=C(NCc1ccc2c(c1)OCO2)c1ccc2c(c1)S(=O)(=O)c1ccccc1C2=O,-10.3
CCOC(=O)[C@H]1[C@H]2COc3ccc(Cl)cc3[C@@H]2N2C(=O)c3cc(Br)ccc3NC(=O)[C@@]12C,-15.4
COC(=O)CN1C(=O)[C@H]2[C@@H](/C=C/c3ccccc3)N3C(=O)CN(Cc4ccccc4)C(=O)[C@@]3(Cc3ccccc3)[C@H]2C1=O,5.1
COc1ccc(-c2c(-c3ccccc3OC)oc3ccccc23)cn1,-14.7
CC(C)(C)[C@H]1COC(=O)CCC/C=C/C[C@H](CC(=O)NCCO)C(=O)N1,12.3
COc1ccc(-c2oc(=O)c3cc(OC)c(OC)cc3c2C#C[C@]2(O)CC[C@H]3[C@@H]4CCc5cc(OC)ccc5[C@H]4CC[C@@]32C)cc1,12.7
CCc1c(C)nc(N2CCN(c3ccc(OC)cc3)CC2)[nH]c1=O,14.5
Cc1cc2sc(NC(=O)c3ccco3)nc2cc1Cl,6.2
Cc1cc(Cn2nnc3ccccc32)c(O)c(C(C)(C)C)c1,-9.9
COc1cc2c(cc1OC)C(c1ccc(C)cc1)NC(=O)C2 (centres undefined),-17.9
C=CCn1c(C23CC4CC(CC(C4)C2)C3)n[nH]c1=S,-8.7
COc1cc2c(cc1OC)C(c1ccccc1C(F)(F)F)CC(=O)N2 (centres undefined),1.0
CCN(CC)S(=O)(=O)c1ccc(-c2cn3ccc(C)cc3n2)cc1,10.9
O=C1c2ccccc2C(=O)N1CCOc1ccc(F)cc1,6.3
c1ccc(CNc2nc(-c3ccccc3)nc3ccccc23)cc1,7.6
CC(C)Oc1ccc(C(=O)Nc2ccc3c(c2)n(C)c(=O)n3C)cc1,9.7
O=C(c1ccc2ccccc2n1)N(CCO)Cc1ccccc1,-10.4
CCOC(=O)c1cc(C#N)c(N2CCCCC2)nc1-c1ccccc1,7.9
CCn1ccnc1C(O)c1cccc2ccccc12 (centres undefined),0.7
CNC(=O)CSc1nnc(-c2ccco2)n1-c1cc(C)ccc1C,-9.5
O=C(O)CCc1ccc(-c2ccccc2)n1CC(=O)Nc1cccc(C(F)(F)F)c1,12.7
CC12CC3CC(C)(C1)CC(C(=O)Nc1nncs1)(C3)C2,3.9
O=c1c2ccccc2nc(-c2ccccc2)n1O,-10.6
O=C(Nc1cccc(Cl)c1)N1CCc2ccccc2C1,8.6
COC(=O)[C@H]1[C@@H](C)N(Cc2ccccc2)C(=O)N[C@H]1c1cccc(C(F)(F)F)c1,9.2
Cc1ccc(S(=O)(=O)N(C)CCCC(=O)N2CCCCC2)cc1,11.8
CC(C)(C)OC(=O)CNC(=O)c1nc[nH]c1C(=O)NCc1ccc(CNC(=O)OC(C)(C)C)cc1,17.4
COc1ccc(C(=O)NC(=S)NC(C)c2ccccc2)cc1 (centres undefined),4.4
O=C(O)CSc1nnc(-c2ccc(Cl)cc2Cl)n1-c1ccc(Br)cc1,8.0
CCOC(=O)N(Cc1ccccc1)Cc1ccc(C(=O)N[C@@H](Cc2ccccc2)C(=O)O)cc1,-13.2
CC[C@H](C)C(N)c1cn(C(CCCN=C(N)N)C(=O)N2CCNCC2)nn1 (some centres undefined),-47.0
C[C@H](CO)N1C[C@H](C)[C@@H](CN(C)Cc2ccccc2)Oc2c(NC(=O)C3CC3)cccc2C1=O,-27.4
CC1CC(=O)N(c2ccc(C(C)C)cc2)C(=O)C1,-7.0
CC(C)(C)[C@@H]1COC(=O)[C@@H](NC(=O)OCC2c3ccccc3-c3ccccc32)C/C=C\C[C@@H](CC(=O)NCCO)C(=O)N1,-14.1
Cc1ccc(NC(=O)/C=C/c2ccco2)cc1S(=O)(=O)N1CCCCCC1,-3.2
CC(O)Cn1c(N2CCCC2)nc2c1c(=O)[nH]c(=O)n2C (centres undefined),-6.0
CC(C)(C)N1CC(C(=O)Nc2ccc(C#N)cc2)CC1=O (centres undefined),-2.4
O=C1C[C@@H]2c3c(cccc3CN1Cc1ccccc1)C[C@@H](O)[C@H]2O,-59.3
Cn1c2c(c(=O)n1-c1ccccc1)CSCC2,-21.9
CCC1COCCS(=O)(=O)N1Cc1cccc(C(F)(F)F)c1 (centres undefined),-43.4
C[C@H](NC(=O)c1nc[nH]c1C(=O)NCC(=O)OCc1ccccc1)c1ccccc1,13.0
O=C(c1csc2c1CCCC2)n1cccn1,12.3
COc1ccc(NC(=O)c2cc(-c3ccc(C)o3)nc3ccccc23)cc1,9.9
Cc1ccc(-c2nc(C)sc2CC(=O)OCC(=O)Nc2ccc(F)c(Cl)c2)cc1,-17.0
O=C(NCCN1CCOCC1)c1cc(Br)ccc1Cl,2.9
NS(=O)(=O)c1ccc(CCNC(=O)C2CCCO2)cc1 (centres undefined),-14.3
C[C@@H]1CN([C@H](C)CO)C(=O)c2cc(NC(=O)Cc3ccccc3)ccc2O[C@H]1CN(C)Cc1ccc(Oc2ccccc2)cc1,18.4
c1ccc(COc2cncc(-c3cccnc3)c2)cc1,7.2
O=C(NNC(=O)c1ccc(O)cc1O)c1ccc(-c2ccccc2)cc1,-6.6
CCN1C(=O)[C@H]2[C@@H](c3ccc(-c4ccc5c(c4)OCO5)c(OC)c3)N[C@@](Cc3ccccc3)(C(=O)OC)[C@H]2C1=O,9.0
# Carrying on:
SMILES,Pf gamet viab
C#CCOCCOCCOCCNc1nc(N2CCOCC2)nc(N2CCN(C(=O)CCCCCCCCCCNC(=O)[C@@H](CCC(=O)O)n3cc(CCCCCN)nn3)CC2)n1,-0.9
Cc1cc(C)c(S(=O)(=O)NCc2ccc3c(c2)OCO3)cc1C,-10.5
CC(C)CC(=O)N1CCN(Cc2ccccc2Br)CC1,5.9
CC(=O)NC1CCN(CC(=O)Nc2nccs2)CC1,-11.6
CC(C)Cc1cc(C(C)(C)C)ccc1OC(=S)N(C)C,-2.2
CC(C)(C)N1C(=O)[C@H]2[C@@H](c3ccc(Br)cc3)N3C(=O)N(c4cccc(F)c4)C(=O)[C@@]3(C)[C@H]2C1=O,-18.4
C/C(CC(=O)Nc1ccc(Br)cc1)=N\NC(=O)c1cccc(O)c1,-5.7
CN(C(=O)c1ccc(NC(=O)Cc2ccc(NC(=O)C3CCN(C(=O)CCc4ccccc4)CC3)cc2)cc1)C1CC1,-17.1
COc1cc2cnc(C3=CCCCC3)cc2cc1OC,-5.5
CC(C(=O)N1CCCC1)N(c1ccccc1)S(C)(=O)=O (centres undefined),-5.6

# 4 entries from above, as labelled records:
molecule: C#CCOCCOCCOCCNc1nc(N2CCOCC2)nc(N2CCN(C(=O)CCCCCCCCCCNC(=O)[C@@H](CCC(=O)O)n3cc(CCCCCN)nn3)CC2)n1
  Pf gamet viab = -0.9
molecule: Cc1cc(C)c(S(=O)(=O)NCc2ccc3c(c2)OCO3)cc1C
  Pf gamet viab = -10.5
molecule: CC(C)CC(=O)N1CCN(Cc2ccccc2Br)CC1
  Pf gamet viab = 5.9
molecule: CC(=O)NC1CCN(CC(=O)Nc2nccs2)CC1
  Pf gamet viab = -11.6

# Later entries:
SMILES,Pf gamet viab
COc1ccc(-c2cc3onc(-c4c(Cl)cccc4Cl)c3c(=O)n2C)cc1,18.1
COc1ccc(C(=O)c2c3ccc(C(F)(F)F)cc3[n+]([O-])n2CCCC(N)=O)cc1,3.5
CCOC(=O)CN1C(=O)N[C@@H](CCc2ccccc2)[C@H](C(C)=O)[C@H]1C,2.7
CS(=O)(=O)N1CCC(C(=O)Nc2cc(Cl)c(Cl)cc2Cl)CC1,4.5
Cc1cc(=O)[nH]c2c(C)cc(S(=O)(=O)Nc3ccc(O)cc3)cc12,5.5
CS(=O)(=O)N(CC(=O)N1CCc2ccccc2C1)c1cccc(Br)c1,-22.1
Cc1nc(N/N=C/c2cccc(F)c2)cc(N2CCOCC2)n1,-2.4
Cc1ccc(NC(=O)C2COc3ccccc3O2)c(C)c1 (centres undefined),-6.9
Cc1cc(-c2ccccc2)nc(SCc2ccc(C(=O)O)cc2)n1,24.6
Nc1cccnc1S(=O)(=O)c1cccc(C(F)(F)F)c1,3.0
COCC(=O)N(Cc1cc2ccc(C)cc2[nH]c1=O)c1ccccc1C,-20.1
COc1cccc2sc3ccc(NCCC4CCCN4C)cc3c(=O)c12 (centres undefined),28.8
Cc1cc2cc(C)c3nnc(SCC(=O)N4CCN(C(=O)c5ccco5)CC4)n3c2cc1C,-17.6
NS(=O)(=O)c1ccc(-c2ccc(C=C3C(=O)c4ccccc4C3=O)o2)cc1,25.9
Cc1ccc(OCc2n[nH]c(=S)n2-c2ccc(Cl)cc2)cc1,-2.5
COc1ccc(C2CC(c3ccc(Br)cc3)=NN2C(=O)CCC(=O)O)cc1OC (centres undefined),5.8
CC(C)(O)c1cc2ccccc2c(=O)o1,16.9
COc1ccc(OC)c(C(C)NC(=O)C23CC4CC(CC(C4)C2)C3)c1 (centres undefined),-6.7
CC(C)C[C@H](NC(=O)c1[nH]cnc1C(=O)N[C@@H](Cc1ccccc1)C(=O)OC(C)(C)C)C(=O)OCc1ccccc1,-19.0
O=C(NCc1ccccc1)C1=C[C@H](C2CCCCC2)C[C@H](OCCCCO)O1,13.0
Cc1ccc(C(=O)Nn2cnnc2)cc1Cl,-10.7
O=C(NCc1c(O)ccc2ccccc12)c1ccccc1,-1.4
Fc1ccccc1N1CCN(CCCc2ccccc2)CC1,4.8
O=C(Nc1ccc(Cl)c(Cl)c1)c1ccccc1,-9.5
CCOc1ccc(NS(=O)(=O)c2ccc3[nH]c(=O)[nH]c3c2)cc1,-13.2
CCOCCOC(=O)C1=C(C)NC(=O)NC1c1ccc2c(c1)OCO2 (centres undefined),8.8
Cc1ccc(NC(=S)NCc2ccc(F)cc2)c(C)c1,-54.3
CCOP(=O)(OCC)C(Nc1ccccc1)c1ccc2c(c1)OCO2 (centres undefined),-3.5
CCOC(=O)c1cnn(-c2sc(C(=O)OCC)c(C)c2C(=O)OCC)c1N,15.4
Cc1nc(Cl)cc(N/N=C/c2ccc(O)cc2)n1,15.2
CSCCC(=O)N(C)CC1CCCN(CCc2cccc(C(F)(F)F)c2)C1 (centres undefined),27.1
Cc1cc(C(=O)Nc2cccc3c2O[C@H](CN(C)CC2CC2)[C@@H](C)CN([C@H](C)CO)C3=O)n(C)n1,-22.6
CC(C)C(=O)Nc1cccc(-c2nc3ncccc3o2)c1,-25.7
CCCCc1nc2sc3c(=O)[nH]c(=S)[nH]c3c2c2c1CCC2,7.1
OCC[C@H]1C[C@@H](O)[C@H](O)[C@@]2(Cc3ccccc3CCO2)O1,-58.2
CCc1nnc(NS(=O)(=O)c2ccc(NC(=O)c3ccc(Br)cc3)cc2)s1,14.3
COC(=O)NN1C(=O)C(c2ccccc2)=C(c2ccc(Cl)cc2)C1=O,-6.6
Cc1cccc(NC2=NC3(CCCCC3)N=C(N)N2)c1,16.9
COc1ccccc1CC(=O)NC1CC1,-15.5
C/C(=N\N=C(/C)c1cccc(N)c1)c1cccc(N)c1,1.5

# At a glance, some entries already given.
SMILES,Pf gamet viab
CSCCC(=O)N(C)CC1CCCN(CCc2cccc(C(F)(F)F)c2)C1 (centres undefined),27.1
Cc1cc(C(=O)Nc2cccc3c2O[C@H](CN(C)CC2CC2)[C@@H](C)CN([C@H](C)CO)C3=O)n(C)n1,-22.6

# (more compounds)
SMILES,Pf gamet viab
Cc1ccc(OCCn2cc(C=O)c3ccccc32)cc1,-28.5
Cc1cc(C)cc(C(=O)Nn2cnnc2)c1,-13.2
COc1cc(C(=O)/C=C/c2cccnc2)c([N+](=O)[O-])cc1OC,14.6
O=C(N/N=C/c1ccc(O)cc1O)C1CC1,-30.4
O=C(OCCCc1cc2ccccc2c(=O)o1)c1ccc(F)cc1,-17.5
CC(C)CC(=O)Nc1ccc(Cc2ccncc2)cc1,-24.3

# Compound activity from PubChem.
